Screening data: PubChem BioAssay, National Center for Advancing Translational Sciences (NCATS)
KB-V1 MDR tox – kills drug-selected multidrug resistant KB-V1 cells; KB-V1 MDR cells viability, CellTiter-Glo, 72 h; 400,000 compounds, 3.4% hits; AID 1347076; Potency, µM (titrated, usually from 46.1 µM), without a hit: at the highest dose activity change, negative = cytotoxicity, hits mostly cytotoxic; further: potency means the concentration at half of the fitted maximal effect; on the % scale 0 is the no-effect control and ±100 the full control effect; nearly all actives have a fitted effect of over 60% in size
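Following 72 h at 37 degrees C with compound, KB-V1 cell viability was read by CellTiter-Glo luminescence, medium being phenol-red-free DMEM plus 10% FBS; concentration-response parameters came from normalized, curve-fitted qHTS data.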
GLP-1R agonist – GLP-1 receptor (human) agonism | Potency, µM (highest dose often 45.6 µM), inactives show top-dose activation, hits mostly activators | P43220 | HEK293 GLP-1R CRE-luciferase, luminescence, 4-6 h; cells express a hypersensitive GLP-1R form | 380,000 compounds, 0.007% hits; further: potency means the concentration at half of the fitted maximal effect; % of control where 0% means no effect
Target sequence (P43220 whole entry, looked up): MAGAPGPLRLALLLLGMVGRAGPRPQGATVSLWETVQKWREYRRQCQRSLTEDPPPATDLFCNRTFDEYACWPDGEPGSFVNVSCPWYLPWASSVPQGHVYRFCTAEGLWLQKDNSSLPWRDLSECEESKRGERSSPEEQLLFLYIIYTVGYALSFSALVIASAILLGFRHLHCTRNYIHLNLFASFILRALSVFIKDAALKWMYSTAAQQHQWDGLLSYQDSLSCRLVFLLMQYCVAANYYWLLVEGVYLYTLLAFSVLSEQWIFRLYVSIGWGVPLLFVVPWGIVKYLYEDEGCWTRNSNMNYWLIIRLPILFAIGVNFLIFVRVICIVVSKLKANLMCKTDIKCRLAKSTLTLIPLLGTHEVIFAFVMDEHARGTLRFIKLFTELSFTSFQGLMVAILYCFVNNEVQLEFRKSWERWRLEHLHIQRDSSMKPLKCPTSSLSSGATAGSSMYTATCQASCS
DRD3 antagonist – antagonists of human D3 dopamine receptor; max response, negative = inhibition, %; 360,000 compounds, 2.5% hits; D3R cells, DiscoveRx beta-arrestin luminescence, antagonist mode; stronger effect = lower value; in the data active means max response below about -50%; inconclusive means no clear call, values can overlap the other calls; further: on the % scale 0 is the no-effect control and ±100 the full control effect; mostly tested at two doses, the higher about 12 µM
Target sequence (P35462 whole entry, looked up): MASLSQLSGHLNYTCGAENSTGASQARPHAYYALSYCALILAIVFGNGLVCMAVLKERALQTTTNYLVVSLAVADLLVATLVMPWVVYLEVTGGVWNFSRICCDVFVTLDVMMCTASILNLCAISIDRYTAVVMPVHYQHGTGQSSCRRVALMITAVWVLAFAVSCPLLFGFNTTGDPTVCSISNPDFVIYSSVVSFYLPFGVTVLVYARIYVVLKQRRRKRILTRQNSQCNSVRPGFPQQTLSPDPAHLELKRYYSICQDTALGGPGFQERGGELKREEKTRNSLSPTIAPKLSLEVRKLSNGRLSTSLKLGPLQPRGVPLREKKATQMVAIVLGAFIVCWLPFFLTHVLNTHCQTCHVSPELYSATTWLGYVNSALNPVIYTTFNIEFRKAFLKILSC
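Cells plated overnight at 1500 cells/well, then exposed to library compounds with dopamine controls for 90 minutes at 37 degrees C. DiscoveRx reagent added for 30–60 minutes at room temperature; luminescence read, quantitative HTS format.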
DRD3 agonist – agonists of human D3 dopamine receptor | P35462 | D3R DiscoveRx beta-arrestin cells, luminescence, 90 min | max activation, % | 410,000 compounds, 0.58% hits | AID 652048; in the data active means max activation above about 30%; further: 0% is about no effect; mostly tested at two doses, the higher about 12 µM
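Cells at 1500/well, incubated overnight, then treated with pinned compounds (dopamine as control) for 90 min at 37 degrees C. DiscoveRx reagent added for 30 - 60 minutes at room temperature; luminescence read.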
HT1080 IDH1KD tx – toxicity to HT-1080 IDH1 knockdown cells (counter line) | 360,000 compounds, 2% hits | Potency, µM (series often up to 46.1 µM), for inactives: at the highest dose activity, negative = toxicity, actives largely listed as cytotoxic | AID 686971 | HT-1080 IDH1 knockdown viability, ATP luminescence, 48 h;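 further: potency means the concentration at half of the fitted maximal effect; 0% = DMSO wells and -100% = cell-free medium wells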
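Cytotoxicity counter-line: IDH1KD HT-1080, 48 h, CellTiter-Glo. Curves classed by r2, magnitude and activity.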
IL-1B inflam inh – inhibitors of inflammasome signaling (IL-1 beta secretion) | THP-1 LPS/ATP IL-1B secretion, AlphaLISA, 16 h; stronger effect = lower value | activity change, % at 57.5 µM | 360,000 compounds, 4.7% hits; in the data active means activity change below about -50%; inconclusive means mostly about -30% to -49%; further: on the % scale 0 is the no-effect control and ±100 the full control effect
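THP-1 cells pretreated 1 hr with compounds (up to 57.5 uM final), then stimulated with LPS (250 ng/mL final) plus ATP (1.25 mM final); secreted IL-1B measured by AlphaLISA after 16 hr, decreased signal indicating inhibition.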
KB-3-1 tox – KB-3-1 parental cell cytotoxicity | KB-3-1 viability, CellTiter-Glo ATP luminescence, 72 h | Potency, µM (series often up to 46.1 µM), inactives show top-dose activity change, negative = cytotoxic, actives largely listed as cytotoxic | 400,000 compounds, 1.4% hits | AID 1347075; further: potency means the concentration at half of the fitted maximal effect; on the % scale 0 is the no-effect control and ±100 the full control effect; nearly all actives have a fitted effect of over 60% in size
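Cytotoxicity in the drug-sensitive parental line KB-3-1 was scored as loss of CellTiter-Glo luminescence following 72 h incubation with compound. Values come from curve fitting of normalized concentration-response data.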
HT1080-NT tox – kills 2HG-producing HT-1080-NT fibrosarcoma cells. HT-1080-NT fibrosarcoma viability, CellTiter-Glo ATP luminescence, 48 h. Potency, µM (highest dose often 46.1 µM), without a hit: top-dose activity, negative = less viability, usual class: cytotoxic. 360,000 compounds, 1.6% hits;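 further: NT is the 2HG producing partner of a matched IDH1 knockdown line; potency means the concentration at half of the fitted maximal effect; 0% = DMSO-treated cells and -100% = media-only wells without cells; nearly all actives have a fitted effect of over 55% in size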
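Compounds were tested in concentration-response format on HT-1080-NT cells for 48 hours at 37 degrees C. Cell viability came from CellTiter-Glo luminescence; curves were classified by r2, response magnitude and activity.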
SW480 rerep – induces DNA re-replication in SW480 colon adenocarcinoma cells; SW480 DNA re-replication, Hoechst DNA content imaging, 48 h; Potency, µM (titrated, usually from 46.1 µM), for inactives: at the top dose re-replication activation, hits mostly activators; 340,000 compounds, 1.8% hits; further: potency means the concentration at half of the fitted maximal effect; % of control where 0% means no effect; nearly all actives have a fitted effect of over 55% in size
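Image-based read-out: total Hoechst fluorescence of nuclei (405 nm excitation, 500-530 nm emission), with hits raising the fraction of high-intensity nuclei. SW480 colon cells incubated 48 hr with compounds at 37 C.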
* marks the source's active call; other numbers are inactive results; ? = inconclusive; · = no result given; & = joins results of further samples; ! = not confirmed by another sample; [ ] = another dose, or the depositor's remark. Unless noted, the call rests on the fitted dose curve; in most records, active means well fitted curve in the direction sought with a large enough effect; inconclusive means small, poorly fitted or top-dose-only effect, or another doubt; inactive means no such curve, though single readings can be large; an effect the other way counts as inactive or inconclusive. Compounds as they come, and some 12% of all compounds hit somewhere here.

#	smiles	KB-V1 MDR tox	GLP-1R agonist	DRD3 antagonist	DRD3 agonist	HT1080 IDH1KD tx
1	Cc1nonc1C(=O)N/N=C/c1ccccc1	0.4%	6.2%	-13.7	-8.8	1.2%
2	O=C(CNC(=O)Cc1ccccc1)NCC(=O)OCC(=O)c1ccc(F)cc1	1.2%	-0.4%	0.2	5.0	4.2%
3	Cc1ccc(C)c(N2CCN(S(=O)(=O)c3cn(C)cn3)CC2)c1	-8.4%	-4.3%	-7.2	-4.6	-3.7%
4	COCCNC(=O)NC(=O)COC(=O)c1cc([N+](=O)[O-])ccc1Sc1nc(C)cs1	0.7%	-0.8%	12.4	-0.6	17.5%
5	Cn1c(Cc2cccc3ccccc23)nnc1SCC(=O)N1CCN(c2cccc(Cl)c2)CC1	-24.1%	-9.4%	0.0	-0.6	20.6µM*
6	CC1CN(C(=O)c2cc(-c3ccncc3)nc3ccccc23)CC(C)O1 (stereo not drawn)	-23.4%	-6.8%	-17.7	3.0	2.4%
7	COc1cc(/C=N/NC(=O)C[n+]2ccccc2)cc(OC)c1OC(C)=O	5.1%	5.0%	7.9	6.1	10.5%
8	CC(C)CN(CC(C)C)c1nnc(NC(=O)Cn2c(=O)oc3ccccc32)s1	0.8%	13.4%	-23.9	2.0	5.0%
9	CCC(=O)Nc1cnc(NC(=O)c2cccc(F)c2)cc1C	-5.6%	-9.8%	11.3	0.0	-11.8%
10	CCc1ccc(C2=CSC3=NCCN23)cc1	7.2%	2.1%	10.7	2.1	2.9%
11	O=c1c2ccccc2nnn1CCO	13.0%	-0.5%	4.9	0.0	7.0%
12	CCCCCCCCCCCCCCCC[n+]1cccc(C(=O)N(CC)CC)c1	-3.0%&-14.3%	1.7%&-2.6%	-74.2*!	-11.0&-12.8	20.6µM*!

#	IL-1B inflam inh	KB-3-1 tox	HT1080-NT tox	SW480 rerep
1	-7.4	5.8%	11.4%	2.2%
2	18.0	-6.3%	0.0%	0.3%
3	5.0	-0.9%	-9.1%	?
4	4.6	-1.9%	24.5%	-12.8%
5	-18.5	0.0%	?	1.2%[9.22 µM]
6	11.3	-12.2%	-3.2%	?
7	16.1	9.9%	6.3%	-20.1%
8	4.6	14.4%	1.6%	-5.6%
9	0.4	-8.4%	-0.8%	-4.7%
10	-8.1	-6.9%	-1.8%	-29.4%
11	6.8	0.6%	5.1%	1.8%
12	-63.1*	13µM*!	?	20.6µM*

The listing continues.
#	smiles	KB-V1 MDR tox	GLP-1R agonist	DRD3 antagonist	DRD3 agonist	HT1080 IDH1KD tx
13	CSCCC(NC(=O)COc1ccccc1)C(=O)OCCOc1ccc(Br)cc1 (stereo not drawn)	-1.4%	16.1%	0.0	-0.4	0.8%
14	COc1cc(O)c2c(=O)c(-c3ccc(O[C@@H]4O[C@H](CO)[C@@H](O)[C@H](O)[C@H]4O)cc3)coc2c1	-27.4%	12.3%	-3.9	-4.6	-27.0%
15	Cc1ccc(S(=O)(=O)NCc2ccco2)c(C)c1C	2.2%	8.9%	20.9	-4.8	-0.3%
16	Cc1ccc(N2CC(C(=O)OCC(=O)Nc3c(C)cccc3C)CC2=O)cc1 (stereo not drawn)	?	-3.3%	0.0	-2.5	10.8%
17	O=C(CCCCn1c(=O)[nH]c2ccccc2c1=O)NCCc1c[nH]c2ccccc12	3.1%	8.1%	-18.6	-1.1	-5.1%
18	CC1(C(=O)NS(=O)(=O)c2ccc(Br)cc2)CCN1C(=O)CCc1cccs1 (stereo not drawn)	3.0%	-0.1%	9.9	5.5	3.6%
19	CC(C)(C)c1ccccc1OCCCCCNCCO	?	1.7%	-86.3*	-25.4	?
20	CC(=O)c1ccc(N2CCN(c3ncnc4onc(-c5ccc(Cl)cc5)c34)CC2)cc1	-25.2%	0.7%	·	3.8	·
21	CCCCN(CC)CCCNC(=O)Cn1nc(Cc2cccnc2)c2ccccc2c1=O	-5.8%	0.9%	-19.2	1.6	1.2%
22	CCOC(=O)C1CCN(S(=O)(=O)c2ccc3c(ccn3C)c2)CC1	-2.9%	3.6%	-1.2	1.1	-2.2%
23	O=[N+]([O-])c1cc(Br)cc(C=Nc2ccc3c(c2)OCO3)c1O	11.6%	-5.1%	-78.3*	-14.4	-1.8%
24	O=C(CC(c1cccs1)N1Cc2ccccc2C1=O)Nc1ccccc1F (stereo not drawn)	-36.1%	7.1%	·	-4.8	·

#	IL-1B inflam inh	KB-3-1 tox	HT1080-NT tox	SW480 rerep
13	12.5	-1.7%	-0.1%	-30.1%[inhibitor]
14	-26.1	-4.6%	-24.5%	-1.5%
15	-11.5	3.4%	-2.4%	-1.3%
16	-8.3	3.5%	16.5%	·
17	-1.4	-24.5%	-1.4%	1.7%
18	30.9	0.0%	24.5%	·
19	-53.3*	-7.3%	?	?
20	·	-7.1%	·	·
21	6.9	-2.6%	-2.6%	2.1%
22	25.7	-4.6%	-4.2%	6.7%
23	38.7	-3.0%	-9.5%	-29.4%
24	·	-11.6%	·	·

Next section:
#	smiles	KB-V1 MDR tox	GLP-1R agonist	DRD3 antagonist	DRD3 agonist	HT1080 IDH1KD tx
25	N#CC1(c2ccccc2)CCC(=NO)CC1 (stereo not drawn)	-6.8%	-2.4%	12.1	-11.8	-0.3%
26	CC(=O)C[C@H]1c2ccccc2S(=O)(=O)N1C1CCCCC1	?	1.6%	-18.9	-6.3	-0.1%
27	CN(c1ccc(C(=O)Nc2ccc3c(c2)OCO3)cc1)S(C)(=O)=O	?	-0.1%	-16.8	-7.1	?
28	O=C(CN(CC1CCCO1)C(=O)CCC(=O)Nc1nccs1)NCc1ccc2c(c1)OCO2 (stereo not drawn)	24.5%	-7.0%	21.9	3.9	-2.3%
29	CCOC(=O)c1ccc(NC(=O)Nc2ccc3snnc3c2)cc1	30.0%	11.5%	·	-6.2	·
30	O=C(CNC(=O)c1ccc(F)cc1)NCc1ccccn1	?	-3.0%	4.0	0.3	10.0%
31	CCN(CC(=O)Nc1ccccc1C(F)(F)F)C(=O)c1oc2c(Cl)cccc2c1C	18.4µM*	7.5%	11.2	0.9	-9.0%
32	O=C(Nc1ccc(S(=O)(=O)N2CCCCCC2)cc1)c1c(F)cccc1F	?	12.6%	?	-8.2	?
33	O=C(NC(=S)NCCc1ccccn1)c1ccccc1	-16.2%	17.7%	-4.3	-0.3	0.4%
34	CCOC(=O)c1c(N)sc(C(=O)N(C)C)c1C	-8.2%	-11.4%	?	11.3	7.4%
35	O=C1C=C(c2ccc(F)cc2OCc2ccccc2)C[C@@H](c2ccc(F)cc2)C1	?	-4.5%	-14.6	42.3*	-17.1%
36	O=C1CC(=C(c2ccccc2)c2ccccc2)C(=O)N1CCCCN1CCN(c2ccccc2)CC1	?	-1.2%	-28.4	11.3	16.4µM*

#	IL-1B inflam inh	KB-3-1 tox	HT1080-NT tox	SW480 rerep
25	25.3	-13.1%	1.4%	2.2%
26	15.1	0.0%&-12.4%	4.7%	-8.2%
27	?	?	-15.9%	-12.5%
28	12.1	1.3%	10.6%	-5.0%
29	·	3.8%	·	·
30	2.0	6.0%	2.3%	-21.4%
31	-12.4	17.0%	-6.0%	4.7%
32	-9.9	-3.2%	-2.4%	6.1%
33	0.0	20.1%	-1.1%	-5.0%
34	5.2	-6.1%	6.6%	-2.9%
35	-17.5	?	-15.3%	3.9%
36	?	20.6µM*	18.4µM*	?

One compound at a time, from the list above. Values in the order: KB-V1 MDR tox	GLP-1R agonist	DRD3 antagonist	DRD3 agonist	HT1080 IDH1KD tx	IL-1B inflam inh	KB-3-1 tox	HT1080-NT tox	SW480 rerep
`N#CC1(c2ccccc2)CCC(=NO)CC1` (stereo not drawn) is listed with -6.8%	-2.4%	12.1	-11.8	-0.3%	25.3	-13.1%	1.4%	2.2%
`CN(c1ccc(C(=O)Nc2ccc3c(c2)OCO3)cc1)S(C)(=O)=O` is listed with ?	-0.1%	-16.8	-7.1	?	?	?	-15.9%	-12.5%

Continuation.
#	smiles	KB-V1 MDR tox	GLP-1R agonist	DRD3 antagonist	DRD3 agonist	HT1080 IDH1KD tx
37	COc1cccc(C(=O)Nc2ccccc2)c1	14.7%	-4.5%	12.1	-0.3	-3.3%
38	O=C(CSc1nc2scc(-c3ccco3)c2c(=O)n1-c1ccccc1)NCC1CCCO1 (stereo not drawn)	6.7%	24.6%	15.4	-0.8	1.7%
39	CN(C(=O)Cn1nc(C(=O)O)c2ccccc2c1=O)c1ccccc1	0.4%	6.9%	-18.0	8.5	-2.9%
40	COc1cc(CNCCNC(=O)c2nonc2N)ccc1OCc1ccc(Cl)cc1	?	-8.3%	1.3	5.8	16.4µM*
41	Cc1nc2nc(SCC(=O)NCCCN3CCCC(C)C3)nn2c(C)c1Cc1ccccc1Cl (stereo not drawn)	5.0%	0.3%	-10.8	-2.7	-2.8%
42	N=C1C(c2ccccc2)=C(O)CN1c1cccc(S(=O)(=O)Nc2cccc(C(F)(F)F)c2)c1	26.3%	20.6%	14.8	7.4	-23.9%
43	Fc1ccc(-c2ccc3c(c2)C2CC3CCN2Cc2ccc3c(c2)OCO3)cc1 (stereo not drawn)	0.0%	-1.2%	-6.7	-47.2	-10.9%
44	O=C(c1cccc(S(=O)(=O)N2CCCCC2)c1)N(CCc1ccccc1)Cc1ccccc1	?	4.9%	-8.7	-12.9	-1.6%

#	IL-1B inflam inh	KB-3-1 tox	HT1080-NT tox	SW480 rerep
37	-20.9	4.7%	6.2%	-0.6%
38	-22.2	8.9%	6.6%	2.4%
39	12.0	2.1%	-3.7%	-4.1%
40	-95.3*	?	?	0.5%
41	?	-19.8%	-14.5%	1.8%
42	12.6	22.0%	-15.6%	12.1%
43	14.9	0.0%	-9.3%	4.4%
44	2.0	?	-2.6%	3.2%
